From PubChem
HIV fusion peptide = inhibitors of HIV fusion peptide binding, primary screen, biochemical, uHTS, fluorescence dequenching (AID 1986); cell-free peptide binding, fluorescence dequenching, 30 min; higher % means a stronger effect; inhibition, % at 20 µM; hits with a dose series show IC50 in µM; actives 0.3% (n = 290,000); in the data active = inhibition mostly above about 52%, no sharp cut-off; inactive = mostly below about 76%; note: some results filed as inactive read as strong as hits
Dengue-2 NS5 capping = Dengue-2 NS5 methyltransferase inhibitors, primary screen, biochemical, confirmation dose response (AID 588689). Genome polyprotein (Dengue virus type 2 (strain 16681-PDK53)). Dengue-2 NS5 methyltransferase capping enzyme assay, biochemical; higher % means a stronger effect. inhibition, % at 25 µM, or IC50 in µM where a hit was titrated. actives 0.3% (n = 340,000); in the data active = a potency from the dose series; inconclusive = inhibition above about 29% without an active follow-up result
Salmonella PhoP GFP = inhibitors of PhoP regulon expression, primary screen, Salmonella Typhimurium, GFP reporter (AID 1863) | S. Typhimurium PhoP-regulated promoter GFP reporter, 4 h; higher % means a stronger effect | actives 0.16% (n = 300,000) | inhibition, % at 50 µM; hits with a dose series show IC50 in µM;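 active = inhibition over 29.93%, a cutoff 3 SD above the screen mean, later confirmed by dose response; inconclusive = inhibition over 29.93% but no dose response follow-up; inactive = inhibition at most 29.93% or unconfirmed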;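 note: 0% = low Mg2+ inducing control and 100% = high Mg2+ repressing control; strong numbers were not always called active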
Rac1 GTP hydrolysis = MgcRacGAP GTPase-activating activity inhibitors, confirmation, biochemical, ADP Hunter fluorescence. Rac GTPase-activating protein 1 (Homo sapiens). MgcRacGAP-stimulated Rac1 GTP hydrolysis, ADP Hunter fluorescence; higher % means a stronger effect; GST-tagged Rac1 F28L mutant substrate. one-dose inhibition, % at 30 µM; IC50 in µM for titrated hits. actives 0.6% (n = 340,000);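 active = first-screen hits whose inhibition reached a set limit at any dose in the follow-up dose series; inconclusive = inhibition above the set first-screen limit but never retested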;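 note: fluorescence reports GDP produced by GAP-driven GTP hydrolysis; strong numbers were not always called active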
RSV CPE inhibition = RSV antiviral activity via CPE protection, HEp-2 cells, primary 10 µM value included (AID 2391). actives 0.13% (n = 310,000). HEp-2 cells, RSV-induced CPE inhibition; higher % means a stronger effect. CPE inhibition, % at 10 µM; hits with a dose series show IC50 in µM; in the data active = a potency from the dose series; inconclusive = CPE inhibition mostly from about 23% at the one dose, without a potency; inactive = the rest, 99 in 100 with CPE inhibition below about 21%; note: strong numbers were not always called active
SV40 large T antigen = SV40 large T antigen inhibitors, biochemical (AID 1903). one-dose inhibition, % at 20 µM; IC50 in µM for titrated hits. actives 0.39% (n = 310,000). SV40 large T antigen ATPase/helicase inhibition assay; higher % means a stronger effect; in the data active = a potency from the dose series; inconclusive = inhibition mostly from about 32% at the one dose, without a potency; inactive = the rest, 99 in 100 with inhibition below about 32%; note: strong numbers were not always called active
GPR35 arrestin U2OS = GPR35 antagonists blocking zaprinast-driven arrestin recruitment, primary screen, imaging, U2OS, beta-arrestin-GFP, zaprinast agonist (AID 2058). G-protein coupled receptor 35 (Homo sapiens). actives 0.052% (n = 290,000). inhibition, % at 10 µM, or IC50 in µM where a hit was titrated. U2OS GPR35 beta-arrestin-GFP translocation imaging, zaprinast antagonism; higher % means a stronger effect;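 active = inhibition of at least 50% with at least 30 cells and total cytoplasm GFP at most 10,000,000; inconclusive = under 30 cells or total GFP of 10,000,000 plus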
K1F lysis inhibition = inhibition of K1F phage lysis, E. coli UTI89, bacterial capsule biogenesis inhibitors, alamar blue (AID 488966) | actives 0.02% (n = 340,000) | inhibition, % at 100 µM; hits with a dose series show IC50 in µM | E. coli UTI89 K1F phage lysis, alamar blue, 2 h; higher % means a stronger effect;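 active = phage lysis inhibition, versus mean bacterial control, above a set limit; inconclusive = no clear call, values can overlap the other calls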;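 note: capsule biogenesis inhibitors block K1F phage lysis so surviving cells raise fluorescence; higher fluorescence means more inhibition of phage lysis; actives were called in the ten point dose series up to 300 µM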
GPR55 LPI antagonism = GPR55 antagonists blocking LPI-driven arrestin recruitment, primary screen, imaging, U2OS, beta-arrestin-GFP, LPI agonist (AID 2013); G-protein coupled receptor 55 (Homo sapiens); U2OS GPR55 beta-arrestin-GFP translocation imaging, LPI antagonism; higher % means a stronger effect; inhibition, % at 10 µM, or IC50 in µM where a hit was titrated; actives 0.13% (n = 290,000);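 active = spots per cell inhibited over 60%, with over 100 cells counted and total cytoplasm intensity under 500,000; inconclusive = wells with under 100 cells, flagged as likely toxic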;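 note: U2OS cells stably carrying GPR55 and arrestin-GFP stimulated by 5 µM LPI near EC80; imaged beta-arrestin-GFP aggregate spots per cell after agonist stimulation; plate controls were LPI-stimulated DMSO wells for no effect and DMSO wells without LPI for full effect; some results filed as inactive read as strong as hits; confirmed hits need IC50 under 10 µM and bright autofluorescent wells are also inconclusive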
The depositor's hits bear a star; i = inactive; ? = inconclusive; · = no result given; [ ] = another dose, or the depositor's remark. Compounds were not picked by outcome; overall some 1.5% were active at least once.

SMILES	HIV fusion peptide	Dengue-2 NS5 capping	Salmonella PhoP GFP	Rac1 GTP hydrolysis	RSV CPE inhibition	SV40 large T antigen	GPR35 arrestin U2OS	K1F lysis inhibition	GPR55 LPI antagonism
CN1CCN(C(=O)Nc2ccccc2CC[N+](=O)[O-])CC1	-1.9%	2%	6%	4%	0.6%	8%	-23%	1.2%	0%
Cc1onc(-c2ccccc2)c1C(=O)N(Cc1ccccn1)Cc1ccccn1	1.2%	-11%	-10%	-2%	0.0%	11%	-6%	-1.6%	3%
COc1ccc(N=N/C(=C\O)C(=O)c2cccs2)cc1	4.4%	7%	-5%	15%	16%	2%	-5%	-1.1%	4%
CCC1CCCCN1C(=O)COc1ccc2c(c1)OCO2 (centres undefined)	-1.6%	-4%	-1%	2%	1.3%	3%	-3%	0.6%[50 µM]	6%
CCOC(=O)N/N=C/c1c[nH]c2ccccc12	0.5%	-10%	-5%	6%	2.5%	7%	-6%	0.5%	7%
COc1cc([N+](=O)[O-])ccc1NC(=S)Nc1cc(C(=O)OC(C)C)cc(C(=O)OC(C)C)c1	-2.6%	-4%	5%	11%	6.5%	23%	-5%	2.8%	-6%
COc1ccccc1OCC(=O)NCCNC(=O)COc1ccccc1OC	-2.5%	17%	-13%	2%	1.8%	8%	4%	0.7%	26%
CO/N=C(\N)c1nonc1N	0.2%	-3%	-9%	10%	1.8%	13%	3%	0.3%	-8%
N=c1n(CCO)c2ccccc2n1CCOc1ccc(Cl)cc1Cl	0.4%	2%	24%	12%	4.7%	11%	-17%	i	19%
COc1cc(C(=O)O)ccc1OCc1ccncc1	1.3%	·	1%	6%	1.6%	9%	2%	0.8%	24%
COc1ccc(Nc2cc(C)nc(N3CCOCC3)n2)cc1	-0.1%	-2%	-2%	8%	0.7%	25%	8%	1.1%	13%
Clc1cccc(OCCn2cncn2)c1Cl	2.5%	-1%	0%	15%	3.0%	-1%	-3%	2.9%	-18%
COc1ccc(NC(=O)c2cc(-c3ccccc3)nc3c2c(C)nn3-c2ccccc2)c(OC)c1	0.0%	1%	-2%	10%	3.2%	5%	-1%	1.4%[50 µM]	24%
COCc1c(Br)c(C)nc(OCC(=O)N/N=C/c2ccco2)c1C#N	23%	12%	-7%	-2%	0.9%	12%	3%	0.4%	-4%
N/C(=N\OC(=O)Cc1ccccc1[N+](=O)[O-])c1cccnc1	-1.6%	-2%	-9%	7%	1.8%	4%	-28%	0.5%	4%
CCN(c1ccccc1)S(=O)(=O)c1ccc(Cl)c(C(=O)O)c1	-1.6%	-1%	-7%	0%	4.8%	5%	2%	0.4%	8%
CC1=CC(C)(C)N2C(=O)C3(C(C#N)=C(N)OC4=C3C(=O)CC(C)(C)C4)c3cccc1c32 (centres undefined)	-1.5%	·	-6%	·	·	11%	10%	·	-8%
CC(C)(C)NC(=O)c1cccc(NC(=O)c2ccc(NC(=O)c3ccco3)cc2)c1	-0.6%	-1%	11%	5%	-2.3%	15%	-5%	0.5%	8%
CCOC(=O)CSC1=C(C#N)C(c2ccc(C)s2)CC(=O)N1 (centres undefined)	-4.0%	-3%	-5%	7%	0.9%	8%	-13%	0.2%	-26%
C=C(C)C1CC=C(C)/C(=N/NC(=O)c2ccc(NC(=O)CC)cc2)C1 (centres undefined)	-0.6%	1%	-12%	4%	-0.6%	11%	9%	11%	-2%
Cc1ccc(CNC(=O)Cn2cnc3c(NC(=O)OCc4ccccc4)ncnc32)o1	·	-5%	·	3%	1.0%	·	·	0.0%	·
COc1ccc(OCC(O)CNCCNc2nccc(C(F)(F)F)n2)cc1 (centres undefined)	-1.3%	-5%	1%	8%	0.0%	4%	-4%	4.4%	13%
CCCCn1c(N)c(N(CCOC)C(=O)c2ccc(Cl)c(S(=O)(=O)N3CCCCC3)c2)c(=O)[nH]c1=O	·	-7%	-10%	6%	-1.7%	13%	·	0.8%[50 µM]	·
CC(=O)c1ccc(OCc2cc(=O)n3ccsc3n2)cc1	-0.6%	-3%	-10%	10%	0.6%	11%	12%	1.6%[50 µM]	10%
Cc1cc(=O)oc(C)c1C(=O)N1CCCCC1	-0.3%	3%	4%	7%	1.6%	-2%	7%	7.4%	-16%
COC(=O)c1ccccc1S(=O)(=O)N1CCC(NC(=O)C(Cc2cccc(OC)c2OC)NC(C)=O)CC1 (centres undefined)	-0.8%	-4%	·	3%	·	·	3%	0.4%	16%
COC(=O)CSc1nc(N)c2c3c(sc2n1)C(c1ccccc1)SC(c1ccccc1)C3 (centres undefined)	26%	-29%	-8%	7%	39%	-11%	-9%	5.7%[50 µM]	19%
O=C(CCN1C(=O)/C(=C/C=C/c2ccccc2)SC1=S)Nc1cccnc1	10%	-1%	-9%	7%	0.8%	3%	-5%	2.7%	4%
COc1cc(CN2CC(=O)N(c3ccc(C)c(C)c3)C2=S)cc(OC)c1OC	0.8%	2%	-13%	2%	4.1%	1%	-4%	4.0%[50 µM]	-1%
CN(C(=O)CCc1nnc(CCCCc2ccccc2)o1)C1CC(C)(C)NC(C)(C)C1	-1.8%	6%	3%	1%	-0.5%	14%	13%	0.2%	9%
CCOc1ccc(NC(=O)COc2ccc(-n3cnnn3)cc2)cc1	·	-9%	·	6%	0.5%	·	·	0.4%[50 µM]	·
CCc1noc(C)c1C(=O)N1CCCC(CCC(=O)NCc2ccc(F)c(F)c2)C1 (centres undefined)	2.0%	2%	-1%	2%	0.6%	-5%	10%	0.2%	13%
Cc1ccc(S(=O)(=O)N(C)C)cc1NC(=O)c1cc(C(C)(C)C)nn1Cc1ccccc1	-1.1%	0%	3%	9%	?	20%	17%	1.4%	51%
CCOc1ccc(N(CC(=O)Nc2ccc(C)cc2C)S(C)(=O)=O)cc1	0.2%	-11%	-2%	3%	3.3%	0%	14%	0.0%	4%
COc1cc(CNC2CCCCCC2)cc(OC)c1O	-0.9%	-2%	-12%	-1%	-0.2%	5%	-18%	0.2%	7%
CC(C)C(NC(=O)c1ccccc1NC(=O)c1ccccc1)C(=O)NNC(=O)c1ccncc1 (centres undefined)	0.9%	-10%	-3%	3%	0.8%	9%	4%	0.1%	12%
COc1cccc(NC(=O)CSc2nc3ccccc3c(=O)n2CCCC(=O)NCCCN2CCOCC2)c1	1.8%	-1%	-6%	0%	-2.6%	3%	-2%	0.0%	5%
CC(=O)Nc1ccc(NC(=O)CCOc2ccccc2C)cc1	2.9%	-10%	-1%	6%	1.5%	10%	4%	0.2%	11%
c1ccc(Nc2nc(-c3ccccn3)cs2)cc1	0.5%	3%	12%	9%	13%	4%	14%	0.0%	-20%
CC1CC(C)CN(S(=O)(=O)c2ccc(Oc3ccc([N+](=O)[O-])cc3)cc2)C1 (centres undefined)	-3.0%	-5%	-4%	8%	5.1%	10%	-13%	0.5%	9%
CC(C)(C)c1ccc(C(=O)NC2CCS(=O)(=O)C2)cc1 (centres undefined)	-0.2%	-7%	-3%	6%	2.0%	3%	-14%	0.4%	-11%
NC(=O)C1CC(=O)N(c2ccc(OCC(=O)Nc3ccccc3F)cc2)C1 (centres undefined)	·	-4%	·	4%	1.1%	·	·	0.1%[50 µM]	·
CSc1ccc(NC(=O)Nc2ccc(C(=O)NCC(=O)O)cc2)cc1	1.0%	-30%	-1%	6%	2.9%	3%	42%	2.5%[50 µM]	12%
Cc1ccccc1CS(=O)(=O)c1ncc(Cl)c(C(=O)Nc2ccc(F)cc2)n1	-0.1%	-56%	-6%	8%	-2.3%	4%	5%	-0.1%	-5%
CC(C)c1ccc(S(=O)(=O)/N=C2/C=CC(=O)c3ccccc32)cc1	3.8%	·	-5%	·	·	11%	4%	·	10%
CCCCn1c(=O)[nH]c(=O)c2c1nc(-c1ccc(CC)c([N+](=O)[O-])c1)n2C	2.8%	·	-2%	·	3.4%	25%	-7%	·	4%
Cc1ccc(OCC(=O)Nc2cc(S(=O)(=O)N3CCCCC3)ccc2C)c([N+](=O)[O-])n1	-2.5%	0%	4%	4%	0.3%	14%	3%	1.8%	8%
Cc1ccc2[nH]c3c(=O)n(CC(=O)N4CC(C)CC(C)C4)ncc3c2c1 (centres undefined)	2.8%	-12%	5%	10%	11%	5%	0%	0.4%	0%
Cc1cccc(C(=O)OCN2C(=O)c3ccccc3C2=O)c1[N+](=O)[O-]	-1.2%	6%	-3%	10%	0.6%	5%	-24%	-0.2%	-5%
O=C(OCc1ccccc1)c1cn(-c2ccccc2)nc1-c1ccncc1	-5.4%	-1%	10%	7%	-0.3%	8%	6%	0.2%	-2%
O=C(Nc1ccc(N2CCOCC2)cc1)C1CC(O)CN1S(=O)(=O)c1ccc(Cl)cc1 (centres undefined)	-1.6%	-6%	-5%	2%	5.5%	4%	-1%	-0.4%	11%
CC(C)(CO)N=C1NS(=O)(=O)c2cc([N+](=O)[O-])ccc21	1.6%	-3%	0%	3%	2.5%	5%	-6%	5.4%[50 µM]	12%
O=[N+]([O-])c1ccc(/C=N/NS(=O)(=O)c2ccc(Cl)cc2)o1	8.1%	-1%	20%	9%	2.8%	17%	-13%	-0.5%	2%
CCCCN(C(=O)NC(=O)Nc1ccccc1OCC)S(C)(=O)=O	-2.3%	-10%	0%	3%	2.6%	2%	-1%	-0.1%	11%
CC1CCCCN1C(=O)Cn1cnc2cc([N+](=O)[O-])ccc2c1=O (centres undefined)	-1.2%	4%	5%	-4%	0.6%	-4%	-12%	3.6%	5%
C[C@@H](C(=O)NCc1ccccn1)[C@@H]1C[C@@]1(C)[C@@H](NC(=O)OCc1ccccc1)c1ccccc1	0.4%	-2%	-2%	-1%	0.7%	24%	4%	1.0%	-6%
COc1ccc(C(=O)OC(C(=O)c2ccccc2)c2ccccc2)cc1 (centres undefined)	-0.6%	-6%	0%	7%	2.9%	2%	-6%	-0.1%	5%
